Bioassay records from PubChem BioAssay.
TAAR1 agonist – human TAAR1 agonists, primary screen, Fluo-8 calcium fluorescence, CHO RD-HGA16 cells; AID 624467, 2012; activation, % at 3 µM; 360,000 compounds, 0.99% hits; vehicle wells 0%, saturating PEA agonist 100%;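 active = activation above the mean activation of all test compounds in the run plus 3 SD, cut at about 38% in these data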
Target sequence (Q96RJ0 whole entry, looked up): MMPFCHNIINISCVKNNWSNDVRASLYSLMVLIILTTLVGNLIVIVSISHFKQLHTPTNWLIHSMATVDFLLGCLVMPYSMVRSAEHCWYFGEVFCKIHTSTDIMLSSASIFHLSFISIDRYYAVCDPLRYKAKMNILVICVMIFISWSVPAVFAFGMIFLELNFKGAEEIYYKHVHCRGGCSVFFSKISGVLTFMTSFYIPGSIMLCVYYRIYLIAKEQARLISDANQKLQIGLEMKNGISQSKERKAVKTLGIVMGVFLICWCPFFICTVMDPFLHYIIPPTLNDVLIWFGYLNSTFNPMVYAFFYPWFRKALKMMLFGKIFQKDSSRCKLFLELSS
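Signal – calcium-sensitive Fluo-8 signal, excitation 470-495, emission 515-575 nm · System – RD-HGA16 (CHO) cells co-expressing Gα16 and hTAAR1 · Incubation – 17-24 h seeding, 75 min 37 °C dye, 30 min RT · Compound dosing – 3 µM single concentration · Repeats – no replicates (n 1)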
CHO-K1 Ca antag – counter-screen for M1 antagonists: effect in parental CHO-K1 cells | inhibition, % at 3 µM | AID 602250 | 360,000 compounds, 0.6% hits | ATP-induced calcium, Fluo-8 fluorescence;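 active = inhibition above a per-plate cutoff, the plate's mean sample inhibition plus 3 SD, cut at about 24% in these data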;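 note: 0% = DMSO plus EC80 ATP and 100% = DMSO alone without ATP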
M1 ag parental – counter-screen for M1 agonists: effect in parental CHO-K1 cells | Fluo-8 calcium fluorescence; scaled to maximal ATP response, vehicle zero | activation, % at 3 µM | 360,000 compounds, 0.48% hits; in the data active = activation above about 15%;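 note: untransfected CHO-K1 host cells lacking M1 receptor as counterscreen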
V1aR counter – agonists of human V1a receptor, primary screen, counter-screen for OXTR agonist project, fluorescence, CHO-V1R cells; Vasopressin V1a receptor (Homo sapiens), P37288; Fluo-8 calcium fluorescence, agonist mode; 0% DMSO, 100% 3 nM vasopressin; activation, % at 3 µM; 320,000 compounds, 0.25% hits; AID 2797, 2010;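 active = activation above the mean activation of all tested compounds plus 3 SD, per screening run, cut at about 20% in these data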;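 note: signal is peak over basal fluorescence ratio across a 100 second FLIPR read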
Target sequence (P37288 whole entry, looked up): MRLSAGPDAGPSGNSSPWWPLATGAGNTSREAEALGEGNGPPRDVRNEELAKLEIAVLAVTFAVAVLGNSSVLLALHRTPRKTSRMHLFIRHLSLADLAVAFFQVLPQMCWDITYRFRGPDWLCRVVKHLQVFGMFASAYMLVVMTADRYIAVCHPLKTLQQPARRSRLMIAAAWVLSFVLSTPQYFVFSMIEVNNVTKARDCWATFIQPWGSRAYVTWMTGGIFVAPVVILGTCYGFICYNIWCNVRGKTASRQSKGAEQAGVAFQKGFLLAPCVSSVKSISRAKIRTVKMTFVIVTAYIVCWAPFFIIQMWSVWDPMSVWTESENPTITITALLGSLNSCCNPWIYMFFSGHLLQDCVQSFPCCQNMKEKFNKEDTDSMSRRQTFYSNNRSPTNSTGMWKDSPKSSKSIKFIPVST
TAAR1 antagonist – human TAAR1 antagonists, primary screen, Fluo-8 calcium fluorescence, CHO RD-HGA16 cells. Trace amine-associated receptor 1 (Homo sapiens), Q96RJ0. antagonist. inhibition, % at 3 µM. 360,000 compounds, 1.5% hits. AID 624466, 2012;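 active = inhibition above a per-plate cutoff, the mean inhibition of test compounds on that plate plus 3 SD, cut at about 49% in these data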;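 note: 0% = DMSO plus EC80 beta-PEA response and 100% = DMSO alone without agonist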
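Material: RD-HGA16 CHO cells with stable hTAAR1 and Gα16; Dosing: single nominal final test compound concentration of 3 µM; Schedule: seeding 17-24 h prior, 75-min 37 °C, 30-min RT dye loading; Detection: kinetic Fluo-8 calcium fluorescence measurement; Measure: % inhibition from peak post-agonist over basal fluorescence ratio; Benchmarks: vehicle and agonist controls.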
M1 ag – human M1 muscarinic receptor agonists, primary screen, Fluo-8 calcium fluorescence, CHO-K1 cells, HTS | CHO-K1 hM1, agonist mode; 0% DMSO, 100% acetylcholine EC100 | activation, % at 3 µM | 360,000 compounds, 0.33% hits;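 active = activation above the run's mean compound activation plus 3 SD, cut at about 16% in these data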;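 note: peak over basal fluorescence ratio within a 140 s kinetic read after compound addition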
CHO-K1 Ca PAM – nonselective calcium activators in parental CHO-K1 cells, primary screen, counter-screen for M1 PAM project, cell-based, Fluo-8 calcium fluorescence, full deck, 1536-well; ATP EC20; 0% at ATP EC20, 100% at ATP max; activation, % at 3 µM; 360,000 compounds, 0.02% hits; AID 602247, 2012;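 active = activation above the run cutoff, the mean activation of all test compounds plus 3 SD, cut at about 40% in these data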;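 note: peak over basal fluorescence ratio in a 140 s read after ATP addition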
OXTR potentiate – human OXTR potentiators, primary screen, fluorescence, CHO-OTR cells, Fluo-8 calcium; Fluo-8 calcium fluorescence, potentiator mode; 0% = oxytocin EC15, 100% = EC100; activation, % at 3 µM; 320,000 compounds, 0.061% hits; AID 2445, 2010;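 active = activation above that plate's cutoff, the mean activation of tested compounds plus 3 SD, cut at about 6.6% in these data, passing the limit was not always enough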;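 note: 100% uses oxytocin at 75 nM as the full agonist control; some results filed as inactive read as strong as hits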
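System: human OTR in CHO cells / Also added: sub-maximal oxytocin, roughly EC15 / Control set: EC15 oxytocin low, 75 nM oxytocin high / Schedule: 6 min compound pre-incubation at room temperature, 100 s kinetic read / Compound: single-point 3.0 µM / Replication: singlicate / Technique: Fluo-8 calcium dye fluorescence / Read-out basis: % activation of max/min ratio relative to oxytocin controls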
CHO parental Ca – ATP-evoked calcium signal inhibitors, parental CHO, primary screen, counter-screen for OX1R antagonist project, cell-based, fluorescence, Fluo-8 calcium dye. parental CHO-K1, ATP-induced calcium, Fluo-8 fluorescence. inhibition, % at 5.6 µM. 330,000 compounds, 0.63% hits. AID 463079, 2010;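 active = inhibition above that plate's mean sample inhibition plus 3 SD, cut at about 26% in these data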;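 note: 0% = ATP-challenged DMSO wells and 100% = DMSO wells without ATP; some compounds past the cut are filed as inactive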
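Assay system: untransfected parental CHO cell line. Also added: ATP agonist challenge. Dosing: one dose, 5.6 µM nominal. Measured by: Fluo-8 fluorescence. Read-out: % inhibition. Benchmarks: ATP wells versus no-ATP DMSO wells. Repeats: no replicates.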
An asterisk follows results filed as active; nt = not tested or not shown.

Values in the order: TAAR1 agonist	CHO-K1 Ca antag	M1 ag parental	V1aR counter	TAAR1 antagonist	M1 ag	CHO-K1 Ca PAM	OXTR potentiate	CHO parental Ca
Cc1nc2ccc(NC(=O)C(F)(F)F)cc2o1
  0	-11	0.5	0.3	5	-5	21	-1	8
O=C1CCC(=O)N1c1ccc(NC2CCN(Cc3ccccc3)CC2)c([N+](=O)[O-])c1
  0	2	-0.3	1.3	-13	-8	-15	-4	7
COc1ccccc1NC1CCCCC1NS(=O)(=O)c1ccccc1 (centres undefined)
  0	-8	2.3	-1.1	-9	-3	-9	-5	-48
CC(OC(=O)c1ccco1)C(=O)NC1CCCCC1 (centres undefined)
  8	-8	-0.1	0.6	12	-3	3	-14	-14
Cc1cccc(NC(=O)c2nc[nH]c2C(=O)NCC(=O)OC(C)(C)C)c1
  2	-3	-0.1	-1.3	17	-6	10	-8	-27
Cc1cn(CCC(=O)Nc2ccc(N3CCOCC3)cc2)c2ccccc12
  3	18	0.5	1.9	-10	1	-23	-4	-3
CC(C)NC(=O)CC(=O)N/N=C/c1ccccc1F
  3	2	-0.4	1.3	1	-2	8	-10	7
O=C(NCCC1CCCCN1S(=O)(=O)c1ccccc1)C(=O)NCc1ccccc1 (centres undefined)
  -1	-14	-0.4	-1.2	6	-3	-25	-9	-30
N#C/C(=N\Nc1ccc(S(=O)(=O)N2CCc3ccccc32)cc1)C(N)=S
  11	20	9.7	6.3	22	-2	4	-24	7
Cc1ccccc1-n1ncc2c1CC(C)(C)CC2NC(=O)c1cn[nH]c1C (centres undefined)
  7	-8	0.2	0.2	-23	-3	8	-3	-9
COc1ccc(CNC(=O)Cn2nc(-c3ccc4c(c3)OCCO4)ccc2=O)cc1
  10	-4	0.7	-0.7	9	-2	11	-10	-17
O=C(O)c1ccc(/C=N/Nc2cccc(C(F)(F)F)c2)cc1
  4	-23	1.1	1.1	17	0	19	-23	6
Cc1ccc(/C=C2\C(=N)N3N=C(CC(=O)N4CCCCC4)SC3=NC2=O)cc1
  0	4	-0.3	0.2	-2	-2	2	-5	-8
CCOc1ccc(NS(=O)(=O)c2ccc3c(c2)CCN3C(C)=O)cc1
  6	-14	3.6	3.9	-9	-4	5	-14	-8
COc1ccc(CNc2ccc3cn[nH]c3c2)c(OC)c1OC
  12	-18	0.4	1.1	20	-4	21	-6	-7

Reprinted from the part before: 2 entries, followed by the next part.
Values in the order: TAAR1 agonist	CHO-K1 Ca antag	M1 ag parental	V1aR counter	TAAR1 antagonist	M1 ag	CHO-K1 Ca PAM	OXTR potentiate	CHO parental Ca
CCOc1ccc(NS(=O)(=O)c2ccc3c(c2)CCN3C(C)=O)cc1
  6	-14	3.6	3.9	-9	-4	5	-14	-8
COc1ccc(CNc2ccc3cn[nH]c3c2)c(OC)c1OC
  12	-18	0.4	1.1	20	-4	21	-6	-7
C/C(=N\NC(=O)CN1CCN(Cc2ccc(C)cc2)CC1)c1ccncc1
  1	10	0.2	-0.3	-12	-8	-4	-4	4
O=C(/C=C/c1ccc(Cl)c(Cl)c1)N1CCOCC1
  2	-5	2.2	3.1	-1	-1	-2	-3	-12
CC1(C)CC(=O)C=C(c2n[nH]nc2C2=CCCCC2)C1
  -2	-6	2.5	nt	8	0	12	nt	nt
COc1ccc(N=C2SCC(c3ccccc3)=NN2C)cc1
  -1	3	0.6	-1.0	-1	-6	-7	-13	-10
Oc1ccc(/C=N/Nc2nc(-c3ccccc3F)nc3ccccc23)c(O)c1
  16	9	4.3	1.6	82*	1	-10	-9	-9
CN(C(=O)c1ccc2c(c1)CCO2)C(C)(C)C
  0	-2	1.2	-0.4	-46	-3	15	-4	-13
CCCNC(=O)c1[nH]c(C)c(C(C)=O)c1C
  5	-12	1.1	-0.1	-17	-4	20	-11	13
CC(C)C(NCC(=O)Nc1ccccc1C(=O)NC1CC1)c1ccccc1 (centres undefined)
  7	-12	2.0	7.0	15	-1	13	-11	-12
CCN(CC)S(=O)(=O)c1ccc(C(=O)Nc2cc(S(=O)(=O)N3CCOCC3)ccc2N2CCN(C)CC2)cc1
  3	14	-0.6	nt	0	-8	-17	nt	nt
COc1ccc(C)cc1S(=O)(=O)NC1CCCCCC1
  -1	6	0.4	-0.6	-20	-3	-17	-6	-6
COc1ccc(C)cc1NC(=O)c1ccccc1NS(=O)(=O)c1ccc(Cl)s1
  3	12	12	8.5	19	4	0	-16	28
CSc1ccccc1NC(=O)CN1CCN(S(=O)(=O)c2ccccc2[N+](=O)[O-])CC1
  12	9	11	3.7	28	2	16	-10	-20
CCCc1cc(=O)oc2cc(OCc3nn[nH]n3)ccc12
  9	-9	0.2	0.2	15	-3	18	1	4
C/C(=N\N1CCN(C)CC1)c1ccc(Cl)c(Cl)c1
  3	-13	1.4	0.1	-1	-2	14	0	-4
S=C1NC2(CCCCC2)N=C1c1ccccc1
  6	-17	-0.2	-0.6	4	-5	10	-3	-8
Cc1ccc(-c2nc3ccccc3nc2NN)cc1
  -1	-6	0.1	0.4	-34	3	12	0	-14
CC(C)(C)OC(=O)C[C@H]1C/C=C\C[C@@H](CC(=O)N[C@H](CO)Cc2ccccc2)C(=O)NCCOC1=O
  0	-5	1.1	0.3	15	-5	11	-3	-4
CCOc1cc(NC(=O)C2CC2)c(OCC)cc1NC(=O)c1cccc(F)c1
  -3	-10	1.6	0.3	1	-2	10	-5	0
CCOC(=O)c1ccc(NC(=O)NCCc2ccccc2OC)cc1
  13	-1	6.9	1.0	19	-2	1	-5	-24
CCOc1cccc(CN2CCCC(N3CCc4cc(OC)c(OC)cc4C3)C2)c1O (centres undefined)
  -1	12	-0.1	-0.4	-7	-9	11	-1	-17
CN(C(=O)CCc1nc2ccccc2s1)c1ccccc1
  10	-20	0.7	0.2	-3	-5	17	-4	-7
O=C(NCCCn1ccnc1)c1cc(-c2cccc(O)c2)on1
  1	9	0.4	1.1	-18	-3	-16	0	8
Cc1ccccc1OCc1n[nH]c(=S)n1-c1ccccc1
  1	-3	2.6	1.1	14	-3	2	-16	-12
COc1ccc(NC(=O)c2cccc(S(=O)(=O)NCc3ccccc3)c2)cc1S(N)(=O)=O
  3	-16	0.2	0.6	-4	-4	6	1	-8
COc1nc(-c2ccccc2)ccc1-c1noc(-c2ccccc2F)n1
  7	10	0.2	0.4	9	0	-7	-12	-11
COc1ccc(CCNC(=O)CCCOc2cccc(C)c2C)cc1OC
  -2	-3	1.3	1.2	-4	-3	2	-2	-24
COc1ccccc1OCc1nc2ccccc2s1
  -1	0	0.9	-0.9	13	-3	8	-9	-26
COc1ccc(O)c(C(=O)c2cnn(C(=O)c3cc(C)oc3C)c2)c1
  0	-14	0.3	-0.2	0	-2	21	-3	-1
COc1cccc(CNC(=O)[C@@H](C)N2C(=O)N3CCc4c([nH]c5ccc(OC)cc45)C3(C)C2=O)c1 (some centres undefined)
  7	-10	1.3	2.9	-8	-1	11	-4	-20
CCCN(CCC)CCCNC(=O)Cn1cnc2sc(C)c(S(=O)(=O)N3CCOCC3)c2c1=O
  -4	-11	1.2	-0.6	8	-10	2	-8	-9
O=C(NCC1CCS(=O)(=O)C1)Oc1ccccc1 (centres undefined)
  3	-6	0.0	1.0	-5	-4	1	-10	-4
O=C1CN(S(=O)(=O)c2ccc(Cl)cc2)CC(=O)N1CCc1ccccc1
  9	-1	1.1	-0.6	56*	-3	23	-23	-12
COc1cccc(CC(=O)OCC(=O)N(C)CC(=O)Nc2ccc(Cl)c(C(F)(F)F)c2)c1
  19	-3	4.0	7.6	27	1	-23	-21	-2
O=S(=O)(Nc1cccc(S(=O)(=O)N2CCCC2)c1)c1cccs1
  2	-6	-0.4	1.7	-10	-6	11	-4	-14
CCOC(=O)Nc1ccc(NS(=O)(=O)c2ccc(C)cc2)cc1
  3	-10	1.2	3.1	-5	0	16	-17	-10
S=c1[nH]nc(-c2ccco2)n1/N=C/C(Cl)=C/c1ccccc1
  -4	6	-0.5	3.4	-24	1	-8	-10	-16
COc1cc(C)ccc1S(=O)(=O)N1CCN(C23CC4CC(CC(C4)C2)C3)CC1
  13	-9	0.3	-1.4	-11	-9	14	-2	-22
Cc1c(C(=O)OCC(=O)NCC2CCCO2)cccc1[N+](=O)[O-] (centres undefined)
  4	6	-0.2	-0.1	5	-6	9	-8	-14
COc1ccc(OC)c(NC(=O)C2CCN(S(=O)(=O)c3ccc4c(c3)CC(C)N4C(C)=O)CC2)c1 (centres undefined)
  1	-1	2.3	4.0	-25	-3	-17	-8	-19
COc1ccc2[nH]c(=O)c(CN(Cc3ccccc3)C(=S)NCC3CCCO3)cc2c1 (centres undefined)
  6	-9	0.3	-1.0	30	-1	7	-15	-19
CCCCOc1ccc(C(=O)NCC(=O)N2CC=C(c3ccccc3)CC2)cc1
  0	-1	0.1	-0.5	4	-3	-6	-6	-19
CCOC(=O)c1c(C)[nH]c(C(=O)CC(=O)OC)c1C
  0	5	14	-0.1	4	-3	-9	-5	-15
O=C(N/N=C/c1ccc(F)cc1)c1ccc(Br)cc1
  16	-12	0.6	-0.2	-18	-5	17	-2	-13
C=CCN(CC=C)C(=O)C(=O)c1ccn(-c2c(C)csc2C(=O)OC)c1
  2	21	-0.3	-0.1	-4	-1	-15	2	-14
CC(=O)Oc1ccc(C(=O)[C@H]2[C@H]3C(=O)N(c4ccc(C)cc4C)C(=O)[C@H]3[C@@H]3C=CC=NN32)cc1
  1	8	0.4	-0.3	8	-5	-7	-13	-13
CN(NC(=O)COc1ccccc1)c1ccccc1
  1	-4	0.2	2.5	6	-5	15	6	-8
CCOC(=O)/C(=C/c1c(C)n(C)c2ccc([N+](=O)[O-])cc12)C(C)=O
  -1	-8	1.2	-1.0	-12	-5	27	0	-9
